# PP1 counter: blocks human PP1-alpha phosphatase, a PP5 counter-screen; P62136; purified PP1alpha, OMFP fluorescence; inhibition, % at 6.7 µM; hit rate 0.9% among 320,000; AID 2235;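 active means inhibition above the mean inhibition of all tested compounds plus 3 SD, computed separately for each screening campaign, cut at about 15% in these data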
# Target sequence (P62136 whole entry, looked up): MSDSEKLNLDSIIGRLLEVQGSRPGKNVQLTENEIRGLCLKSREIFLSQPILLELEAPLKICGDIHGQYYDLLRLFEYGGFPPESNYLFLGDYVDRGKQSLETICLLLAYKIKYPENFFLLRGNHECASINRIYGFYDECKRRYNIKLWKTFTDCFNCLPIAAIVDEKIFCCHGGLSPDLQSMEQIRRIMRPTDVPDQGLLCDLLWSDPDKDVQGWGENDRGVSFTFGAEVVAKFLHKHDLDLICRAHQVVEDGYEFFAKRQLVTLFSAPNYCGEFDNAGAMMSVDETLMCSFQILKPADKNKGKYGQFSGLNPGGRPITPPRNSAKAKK
# Fh CTSL1 inh: cathepsin L1 inhibition, PFM18AAP counter-screen; recombinant F. hepatica cathepsin L1, Z-Leu-Arg-MCA fluorescence; inhibition, % at 5.96 µM; hit rate 0.49% among 300,000; AID 1906;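 active means inhibition above the mean of all tested compounds plus 3 SD, set per screening campaign, cut at about 17% in these data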;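 further: 0% = plate median of test compound wells and 100% = 1 µM Z-Phe-Ala-diazomethylketone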
# EBNA-1 inh: blocks EBNA-1 binding to DNA; EBNA-1 DNA binding, fluorescence polarization; inhibition, % at 14.8 µM; hit rate 0.34% among 300,000; in the data active means inhibition above about 28%
# GASC-1 inh: human JMJD2C demethylase inhibition | Q9H3R0 | GST-JMJD2C(1-420) H3K9me3 demethylation, DELFIA europium | inhibition, % at 2.35 µM | hit rate 0.069% among 330,000 | AID 2099;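 active means more than half of a compound's replicate wells show inhibition beyond 50%, single wells judged on their own value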;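 further: signal counts dimethyl H3K9 product captured on neutravidin plate; 0% = median of DMSO wells and 100% = 0.3 times that DMSO median; strong numbers were not always called active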
# ZTA DNA inh: counter-screen for EBNA-1 inhibitors: inhibitors of Epstein-Barr virus ZTA | hit rate 0.15% among 320,000 | ZTA-DNA binding, fluorescence polarization | inhibition, % at 11 µM | AID 2234; in the data active means inhibition above about 33%
# Target sequence (P03206 whole entry, looked up): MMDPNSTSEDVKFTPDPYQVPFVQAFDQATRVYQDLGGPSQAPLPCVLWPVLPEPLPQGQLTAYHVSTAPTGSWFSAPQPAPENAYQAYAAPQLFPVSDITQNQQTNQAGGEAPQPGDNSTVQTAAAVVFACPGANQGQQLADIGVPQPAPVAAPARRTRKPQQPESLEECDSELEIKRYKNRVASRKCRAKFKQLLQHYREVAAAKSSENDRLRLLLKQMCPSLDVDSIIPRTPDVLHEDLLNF
# PP5 inh: inhibitors of human protein phosphatase 5 (PP5); purified PP5c, OMFP substrate fluorescence; inhibition, % at 6.7 µM; hit rate 0.18% among 320,000; AID 1987;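 active means inhibition above the campaign's mean inhibition across all tested compounds plus 3 SD, cut at about 9.5% in these data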;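 further: 0% = DMSO only and 100% = 100 µM cantharidin control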
# Target sequence (P53041 whole entry, looked up): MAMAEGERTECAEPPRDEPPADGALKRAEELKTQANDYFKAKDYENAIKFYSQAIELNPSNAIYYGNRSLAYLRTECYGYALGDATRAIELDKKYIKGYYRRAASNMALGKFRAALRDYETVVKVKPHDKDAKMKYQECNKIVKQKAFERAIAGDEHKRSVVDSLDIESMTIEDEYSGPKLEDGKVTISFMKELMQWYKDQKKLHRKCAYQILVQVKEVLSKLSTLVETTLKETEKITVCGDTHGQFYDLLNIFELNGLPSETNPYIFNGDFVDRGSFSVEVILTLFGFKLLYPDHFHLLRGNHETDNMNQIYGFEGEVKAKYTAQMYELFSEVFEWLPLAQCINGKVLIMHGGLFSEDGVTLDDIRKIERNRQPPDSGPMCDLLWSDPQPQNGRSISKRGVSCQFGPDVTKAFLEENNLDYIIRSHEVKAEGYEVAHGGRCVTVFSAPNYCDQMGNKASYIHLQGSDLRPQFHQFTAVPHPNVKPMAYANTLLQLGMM
# HCV core dimer: blocks dimerization of HCV core protein; TR-FRET GST/Flag-core106 dimerization, 1536-well; inhibition, % at 5 µM; hit rate 0.33% among 300,000; AID 1899;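 active means inhibition above the mean of all tested compounds plus 3 SD, set per screening campaign, cut at about 45% in these data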
#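 System: GST/Flag-tagged HCV core106 proteins. Incubation: compound-protein-antibody incubation 4 h at 22.5 °C. Technique: HTRF with 340 nm excitation, 617/671 nm emission. Medium: KF-containing HEPES buffer, pH 7.45, DTT, CHAPS, BSA. Read-out: inhibition (%) from 671 over 617 nm ratio. Also added: Eu(K)-anti-GST 90 ng/mL plus XL665-anti-Flag 1 µg/mL.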
# Yeast superoxide: lowers age-related superoxide in aged yeast cells; superoxide response (% of plate mean), % at 10 µM; hit rate 0.18% among 330,000; S. cerevisiae aged cells, superoxide DHE fluorescence; stronger effect = lower value;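 active means superoxide response under a set limit, about three screen SD below normal, cut at about 65% in these data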;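 further: yeast aged for seven days with compound at 30 °C before DHE staining; 100% = average MFI of all compound-treated wells on the plate with controls excluded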
# TPT1 inhibitor: inhibitors of Candida albicans tRNA 2'-phosphotransferase TPT1 | recombinant caTPT1, FP RNA substrate dephosphorylation | inhibition, % at 5 µM | hit rate 0.81% among 300,000 | AID 1962;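 active means inhibition above the mean of all tested compounds plus 3 SD, set per screening campaign, cut at about 24% in these data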;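 further: plate controls were DMSO alone for no effect and ferristatin control at 100 nM for full effect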
# Starred values were filed as active, the others as inactive; x = not tested or not shown; & = joins results of further samples.
SMILES,PP1 counter,Fh CTSL1 inh,EBNA-1 inh,GASC-1 inh,ZTA DNA inh,PP5 inh,HCV core dimer,Yeast superoxide,TPT1 inhibitor
COc1cc(C2NC(=O)NC(O)(C(F)(F)F)C2C(C)=O)cc(OC)c1OC (stereo not drawn),-3,-5,4,-2,3,0.8,3,111,0
O=C(NCC1CCCO1)C1CCCN1C(=O)Nc1ccc(Cl)cc1 (stereo not drawn),3,8,-12,0,-19,-5.4,0,109,-2
COc1cccc(N2CCN(C3C4CC5CC(C4)CC3C5)CC2)c1 (stereo not drawn),0,0,13,-2,4,0.2,0,106,-2
COc1ccccc1NC(=O)N(Cc1ccccc1)C1=NCC(C)S1 (stereo not drawn),-13,-1,-11,-8,0,2.5,-3,98,2
CCN(CC)C(=O)c1sc2nc(-c3cccs3)cc(-c3cccs3)c2c1N,3,-2,3,13,-6,1.1,11,106,5
O=C(Cn1cnc2nc3n(c2c1=O)CCC3)NCc1ccccc1,1,-2,11,40,-13,1.5,0,101,0
COc1cc2c(cc1OC)CN(CC(=O)NC(=O)NC(C)(C)C)CC2,-1,2,-8,-1,-14,1.8,-1,101,-6
O=C(Nc1ccccc1)ON=C1CCCC1,-1,1,7,-2,-4,0.5,-7,107,-5
O=C(O)/C=C/c1cn(Cc2ccccc2)nc1-c1ccccc1,10,4,-7,-6,-3,-10,-4,100,1
O=C(NCc1cccc(C(F)(F)F)c1)c1ccc(=O)[nH]c1,3,0,-12,-2,8,1.4,-1,92,2
CNC(=O)C(=O)NCCN1CCN(C(=O)c2ccc([N+](=O)[O-])cc2)CC1,-1,1,-5,1,0,4.3,2,95,0
O=C(Cn1c(=O)c2cccn2c2ccccc21)Nc1ccc(F)cc1F,1,0,2,5,-4,1.4,7,90,10
Cc1nn(S(=O)(=O)c2ccccc2)c(C)c1S(=O)(=O)N1CCOCC1,0,-2,2,-3,-18,-0.3,-15,109,-2
Cc1cc(O)c(-c2cc(C(=O)Nc3sc4c(c3C(=O)NCc3ccco3)CCC4)[nH]n2)cc1C,10,-2,24,4,-7,1.4,29,106,2
Cc1cccc(C(CC(=O)N2CCCC2)c2ccccc2)c1O (stereo not drawn),-2,-1,-11,15,-8,0.9,-3,101,-2
O=C1CSC(c2cn(-c3ccccc3)nc2-c2cccs2)N1CC1CCCO1 (stereo not drawn),2,0,8,-6,-10,4.5,9,78,-4
C(=C\c1ccco1)/c1ccc2ccccc2n1,1,-3,6,11,7,-0.2,53*,89,11
COc1ccc2c(c1)N(C)/C(=C/c1cccc[n+]1C)S2,2,1,1,-4,-4,2.5,-4,95,2
Cc1ccc(-c2noc(CN3CCCCC3)n2)cc1,-1,5,-1,-3,3,1.2,-2,108,1
Cc1cc(C)c(S(=O)(=O)/N=C2/C=C(Sc3ncn[nH]3)C(=O)c3ccccc32)cc1C,0,92*,-12,29,32,11*,-11,144,6
O=C1c2ccccc2C(Nc2cccnc2)N1Cc1ccccc1 (stereo not drawn),-1,0,6,-7,-4,2.6,-6,88,0
C=CCn1c(CNC(=O)c2ccco2)nnc1SCC(=O)c1ccc(F)cc1,-7,-3,-1,-2,-11,1.1,-11,112,-2
CCOc1ccccc1N1CCN(C(=O)c2ccc3[nH]c(C)c(C)c3c2)CC1,-2,3,6,8,0,3.7,2,93,2
Nc1cccnc1Oc1ccccc1F,-2,-3,-2,-12,5,2.6,0,81,-3
O=C(COC(=O)c1nc(Cl)ccc1Cl)NC1CCS(=O)(=O)C1 (stereo not drawn),-5,2,-3,5,-6,0.7,-3,123,1
N#Cc1c(N2CCCCC2)nc(N)c2c(N)nc3c(c12)CC(c1ccccc1)O3 (stereo not drawn),-1,0,-2,-6,2,7.6,2,94,3
Nc1nnn(CC(=O)N/N=C/c2ccco2)n1,-8,-4,-1,6,-3,1.9,-1,96,-3
O=C(NC1CCCCC1)C(c1cccnc1)N(C(=O)c1csnn1)c1ccccc1F (stereo not drawn),1,-3,5,-3,-27,1.8,-6,100,0
OCCN1CCN(C(=S)Nc2ccc(Oc3ccccc3)cc2)CC1,-3,1,-4,-3,-3,1.3,3,119,2
O=C(Cc1cc(=O)oc2cc(O)ccc12)N[C@@H](Cc1c[nH]c2ccccc12)C(=O)O,0,-4,-1,0,-4,1.5,3,102,0

# Given bar-delimited: entries from further up
SMILES | PP1 counter | Fh CTSL1 inh | EBNA-1 inh | GASC-1 inh | ZTA DNA inh | PP5 inh | HCV core dimer | Yeast superoxide | TPT1 inhibitor
COc1ccc2c(c1)N(C)/C(=C/c1cccc[n+]1C)S2 | 2 | 1 | 1 | -4 | -4 | 2.5 | -4 | 95 | 2
Cc1ccc(-c2noc(CN3CCCCC3)n2)cc1 | -1 | 5 | -1 | -3 | 3 | 1.2 | -2 | 108 | 1
Cc1cc(C)c(S(=O)(=O)/N=C2/C=C(Sc3ncn[nH]3)C(=O)c3ccccc32)cc1C | 0 | 92* | -12 | 29 | 32 | 11* | -11 | 144 | 6
O=C1c2ccccc2C(Nc2cccnc2)N1Cc1ccccc1 (stereo not drawn) | -1 | 0 | 6 | -7 | -4 | 2.6 | -6 | 88 | 0
C=CCn1c(CNC(=O)c2ccco2)nnc1SCC(=O)c1ccc(F)cc1 | -7 | -3 | -1 | -2 | -11 | 1.1 | -11 | 112 | -2
CCOc1ccccc1N1CCN(C(=O)c2ccc3[nH]c(C)c(C)c3c2)CC1 | -2 | 3 | 6 | 8 | 0 | 3.7 | 2 | 93 | 2
Nc1cccnc1Oc1ccccc1F | -2 | -3 | -2 | -12 | 5 | 2.6 | 0 | 81 | -3

# Next structures follow.
SMILES,PP1 counter,Fh CTSL1 inh,EBNA-1 inh,GASC-1 inh,ZTA DNA inh,PP5 inh,HCV core dimer,Yeast superoxide,TPT1 inhibitor
CC(C)(C)NCC(O)COc1c(F)cc(Br)cc1F (stereo not drawn),-12,3,3,-4,0,-0.6,2,82,0
O=[N+]([O-])c1cccc(CN2CCN(Cc3ccco3)CC2)c1,4,1,-6,14,11,4.3,-1,113,6
Cc1ccc(-c2nnn(CC(=O)N3CCCc4ccccc43)n2)cc1,0,1,3,111,-14,0.8,0,101,1
CCN1CCN(CC(O)COc2ccc(C(C)=O)cc2)CC1 (stereo not drawn),-2,0,1,-16,5,-0.5,-1,90,-6
COc1ccc(CNC(=O)CN(Cc2ccc(C)cc2)S(=O)(=O)c2ccc(Cl)cc2)cc1,6,1,6,4,0,1.9,-4,97,-3
O=C(Nc1ccc(N2CCN(C(=O)c3ccc(Cl)cc3)CC2)cc1)c1cccnc1,-5,-1,4,-4,29,1.3,4,114,-2
COc1ccccc1C(C#N)c1cccc(Cl)n1 (stereo not drawn),-2,-4,6,-9,-1,-0.4,6,118,-2
CCN1CCN(c2ncnc3sc(C)c(-c4ccccc4)c23)CC1,2,0,2,-1,-2,2.6,-4,102,2
Cc1ccc(N(CC(=O)NCCSCc2ccco2)S(C)(=O)=O)cc1,-3,0,3,-3,11,-0.8,-1,97,-1
CC(=O)Nc1ccc(NC(=O)CSc2nc(=O)n3cccc(C)c3n2)cc1,-3,-14,-16,-22,8,-2.2,12,99,0
OC(CNC1CCCCC1)CNC1CCCCC1,-6,-2,-4,0,8,-1.5,-4,86,-2
Cc1ccc2c(c1)N(CC(=O)NC1CCCC(C)C1C)C(=O)c1cccnc1O2 (stereo not drawn),-7,-5,-12,-9,-3,5.3,1,92,-2
O=C(NNc1ccc(C(F)(F)F)cc1[N+](=O)[O-])c1ccc(NS(=O)(=O)c2ccc(F)cc2)cc1,9,4,4,13,6,10*,0,73,0
CCNc1nc(N)nc(-c2cc(Cl)ccc2O)n1,0,-1,10,-2,-11,3.2,-1,100,1
Cc1c(NC(=O)C(C)OC(=O)/C=C/c2ccccc2)c(=O)n(-c2ccccc2)n1C (stereo not drawn),-6,-3,13,-20,9,-1.7,2,98,2
Nc1c2c(=O)oc(-c3ccccc3)cc2nn1-c1ccccc1,-2,-2,4,40,7,4.5,7,115,3
COc1ccc(N/N=C(\C=N\O)C(=O)c2ccc(OC)cc2)cc1,2,6,1,4,7,2.1,-8,96,-1
CC1CCCN(C(=O)c2ccc(Br)c(S(=O)(=O)N3CCOCC3)c2)C1 (stereo not drawn),-5,x,x,6,0,0.5,x,93,x
COCc1cc(C)nc(OCC(=O)N/N=C/c2ccc(O)cc2O)c1C#N,1,7,-2,27,-15,3.6,-4,97,0
Cc1ccccc1S(=O)(=O)/N=C(/c1ccccc1)N(C)C,-1,-3,3,-16,3,-3.5,9,87,-3
Cn1c(=O)c2c(ncn2CCC(=O)N/N=C/c2ccncc2)n(C)c1=O,-2,2,9,-8,2,1.4,2,110,1
O=C(Cn1c(-c2ccccn2)nc2ccccc21)N/N=C/c1cccnc1,-5,1,4,-1,1,-1.4,0,99,-4
Cc1cccc(N(C(=O)CS(=O)CC(=O)Nc2ccc3c(c2)OCO3)C(C)C(=O)NC2CCCC2)c1C (stereo not drawn),0,0,2,0,1,0.2,-1,92,-2
COc1cccc(N2C(=O)CC(N3CCN(c4ccc([N+](=O)[O-])cc4)CC3)C2=O)c1 (stereo not drawn),3,1,12,-18,1,-0.5,2,100,0
COc1ccc(C2NCCc3sccc32)cc1 (stereo not drawn),-5,-8,1,4,-7,0.7,-2,93,-4
Cc1cc(NC(=O)c2noc3c2CCc2ccccc2-3)no1,1,-5,10,27,0,3.4,-12,131,2
COC(=O)CCc1nc2ccccc2[nH]c1=O,-3,2,-3,-3,-13,0.7,-1,105,-2
Cc1cc(-c2ccc(S(=O)(=O)N3CCN(c4ccccc4F)CC3)s2)on1,-4,-2,-2,-68,-1,2.0,6,96,0
Cc1cccc(NC(=O)CC(=O)Nc2cccc(C)c2)c1,-7,4,-5,0,-5,0.9,-20,93,0
COc1ccccc1P(=O)(Cc1ccccc1)c1ccccc1 (stereo not drawn),3,-5,-4,-15,3,1.2,5,84,-3
CCn1c(SCC(=O)Nc2ccccc2)nnc1-c1ccc(S(=O)(=O)N2CCOCC2)cc1,-3,2,-11,-37&-4,-4,1.7,-4,97,-6
COc1ccc(COC(=O)C2=C(C)NC(=O)NC2c2ccccc2)cc1 (stereo not drawn),0,1,4,8,9,1.7,-2,105,2
CC(C)C(c1nnnn1Cc1ccc(F)cc1)N1CCC(C(N)=O)CC1 (stereo not drawn),-4,-1,-26,17,0,1.0,2,103,1
CN(C)CCC(=O)N1c2ccccc2Sc2ccc(C(F)(F)F)cc21,4,4,1,10,15,-2.0,2,100,-1
CCn1c(CNC(=O)c2ccccc2OC)nnc1SCC(=O)c1ccc(F)cc1,-1,4,-3,4,5,1.1,0,110,-3
Cn1c(NN)nc2ccccc2c1=O,2,3,6,-3,-9,0.3,1,94,-4
CCOC(=O)C1CCN(C(=O)c2cc(COc3ccc(F)cc3F)on2)CC1,0,-3,3,51,19,4.1,-3,101,-2
CCC(C)(C)NC(=O)COc1ccc(C(=O)c2ccccc2)cc1,0,1,5,3,-2,6.5,-18,111,-1
CCCSCC(=O)Nc1ncc2c(n1)-c1ccccc1CC2,0,0,-5,2,0,4.6,4,99,-15
COc1cccc(N2[C@@H](CC(=O)O)c3ccc(/C=C/C(=O)O)cc3S2(=O)=O)c1,9,1,-6,-8,-29,2.1,-30,101,-4
Cc1csc2c(N3CCN(C(=O)Nc4ccc(OC(F)(F)F)cc4)CC3)ncnc12,1,-2,-3,-13,12,2.2,11,96,1
COc1cccc(C(=O)CSc2nnc(-c3cc(OC)cc(OC)c3)o2)c1,-1,1,4,1,2,-2.6,-7,94,-2
Cc1cc(Br)ccc1NC(=O)CN(C)C(=O)CSC(=S)N1CCCC1,-4,x,x,2,-12,-1.3,x,82,x
CCCCc1ccc(NC(=O)N[C@@H](C)C(=O)O)cc1,-5,-4,1,7,1,0.0,5,106,-4

# Screening data from PubChem BioAssay.
